APJ antag: APJ receptor antagonism | P35414 | actives 0.32% (n = 330,000) | inhibition, % at 20 µM | CHO-K1 APJ beta-arrestin complementation, luminescence | AID 2521;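 active = inhibition above about 40% at 20 µM, limit read from the data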;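 note: cells challenged with 10 nM apelin-13 agonist together with compound; plate controls were apelin-13 plus DMSO wells for no effect and DMSO wells lacking apelin-13 for full effect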
Target sequence (P35414 whole entry, looked up): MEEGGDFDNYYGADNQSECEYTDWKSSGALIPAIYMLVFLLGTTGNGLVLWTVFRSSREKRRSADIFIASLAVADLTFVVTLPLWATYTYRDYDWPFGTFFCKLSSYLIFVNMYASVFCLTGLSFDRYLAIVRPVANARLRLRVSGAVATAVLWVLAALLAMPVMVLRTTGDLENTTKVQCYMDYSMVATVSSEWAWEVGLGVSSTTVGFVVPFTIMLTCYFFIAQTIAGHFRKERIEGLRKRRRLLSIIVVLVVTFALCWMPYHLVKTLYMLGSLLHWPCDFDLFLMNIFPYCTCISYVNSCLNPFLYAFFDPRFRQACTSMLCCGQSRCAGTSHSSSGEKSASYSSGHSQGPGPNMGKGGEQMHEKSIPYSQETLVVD
CCR6 antagonist: CCR6 (human) receptor antagonism; actives 0.49% (n = 340,000); inhibition, % at 20 µM; CHO-K1 CCR6 PathHunter beta-arrestin, luminescence, CCL20-stimulated;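 active = compounds whose inhibition of the agonist-driven luminescence signal at 20 µM reaches about 50%, limit read from the data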;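 note: cells stimulated with CCL20 at 14 nM final; plate controls were DMSO with CCL20 for no effect and DMSO without agonist for full effect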
APJ agonist: APJ receptor agonism; CHO-K1 APJ PathHunter beta-arrestin, luminescence; 0% DMSO wells, 100% apelin; activation, % at 20 µM; actives 0.11% (n = 330,000);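 active = activation more than six SD over the plate average, tested at 20 µM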;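 note: 0% = DMSO alone and 100% = apelin-13 at 10 nM; some results filed as inactive read as strong as hits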
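assay system = CHO-K1 APJ beta-arrestin complementation cell line | input = cell density 1000 per well | dosing = compound 20 µM once, DMSO 1% | timing = compound 90 min 25 °C, reagent 1 h | measured by = luminescence from split beta-galactosidase complementation, Galacton Star/Emerald II substrate | read-out basis = APJ agonist activity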
Gli-Sufu antag: antagonists of Gli-Sufu signaling; actives 0.74% (n = 340,000); inhibition, % at 5 µM; Sufu-KO-LIGHT fibroblasts, Gli luciferase reporter luminescence;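 active = inhibition above about 55%, limit read from the data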;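 note: 0% = DMSO-treated cells and 100% = wells with medium but no cells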
UBC13 polyUb: blocks human UBC13 polyubiquitin chain formation | AID 485273 | actives 0.47% (n = 330,000) | P61088 | inhibition, % at 20 µM | TR-FRET; in the data active = inhibition above about 45%, passing the limit was not always enough
Target sequence (P61088 whole entry, looked up): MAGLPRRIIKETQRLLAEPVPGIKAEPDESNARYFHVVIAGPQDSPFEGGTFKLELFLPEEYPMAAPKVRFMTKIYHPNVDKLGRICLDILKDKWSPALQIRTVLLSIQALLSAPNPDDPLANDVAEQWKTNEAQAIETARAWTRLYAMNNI
ATG4B inhibitor: blocks human ATG4B protease cleavage of LC3 substrate | ATG4B cleavage of LC3-PLA2, NBD-HPC fluorescence, 1 h | inhibition, % at 8.33 µM | actives 0.51% (n = 340,000) | AID 504462; in the data active = inhibition above about 40%
Target sequence (Q9Y4P1 whole entry, looked up): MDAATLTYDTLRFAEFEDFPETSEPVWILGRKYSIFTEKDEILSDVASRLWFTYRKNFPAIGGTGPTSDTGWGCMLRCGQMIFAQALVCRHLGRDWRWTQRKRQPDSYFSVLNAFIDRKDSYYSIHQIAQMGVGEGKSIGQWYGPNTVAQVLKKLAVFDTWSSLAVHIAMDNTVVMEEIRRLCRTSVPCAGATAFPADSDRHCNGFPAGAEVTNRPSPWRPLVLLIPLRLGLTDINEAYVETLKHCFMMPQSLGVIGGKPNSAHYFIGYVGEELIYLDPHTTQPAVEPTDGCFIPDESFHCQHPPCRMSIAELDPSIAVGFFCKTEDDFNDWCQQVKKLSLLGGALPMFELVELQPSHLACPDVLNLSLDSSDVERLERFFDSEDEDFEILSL
CXCR6 block: inhibitors of human CXCR6 receptor; inhibition, % at 20 µM; CHO-K1 PathHunter CXCR6 beta-arrestin, luminescence; actives 0.36% (n = 360,000); in the data active = inhibition above about 34%, passing the limit was not always enough;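 note: antagonist mode with CXCL16 agonist at 10 nM final; 0% = 10 nM CXCL16 with DMSO and 100% = unstimulated wells without agonist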
EBI2 antag: blocks human EBI2 receptor beta-arrestin signaling | P32249 | EBI2 beta-arrestin recruitment, luminescence, 7a,25-OHC stimulated | inhibition, % at 5 µM | actives 0.81% (n = 360,000); in the data active = inhibition above about 38%;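 note: enzyme fragment complementation signal reports receptor beta-arrestin coupling in cells; 0% = agonist plus DMSO wells and 100% = wells without agonist; some results beyond the cut were filed as inactive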
* marks the source's active call; other numbers are inactive results; · = not tested or not shown.

SMILES	APJ antag	CCR6 antagonist	APJ agonist	Gli-Sufu antag	UBC13 polyUb	ATG4B inhibitor	CXCR6 block	EBI2 antag
C=C(C)CSC1=C(C#N)C(c2ccccc2)CC(=O)N1 (centres undefined)	11	8	0	-15	0	2	6	-2
CCOc1ccccc1NC(=O)Cn1c(=O)c(OCC)nc2cnccc21	13	15	-4	8	7	-4	-1	-5
CCN1CCN(c2ccc(NC(=O)c3ccc(Cl)c(S(=O)(=O)N4CCCC4)c3)cc2)CC1	4	13	6	25	14	-1	0	0
CCOC(=O)N1CCN(C(=O)c2ccc(-n3c(=S)[nH]c4ccccc4c3=O)cc2)CC1	-3	3	3	-5	-1	2	-2	5
O=C(NCCCO)/C(=C/c1ccco1)NC(=O)c1ccc(Br)o1	7	3	-2	1	-36	-9	4	-10
Cc1cc(NC(=O)c2cc(-c3ccccc3)on2)no1	0	-1	-3	1	5	-13	-4	4
CC1CCc2cccc3c(O)cc(=O)n1c23 (centres undefined)	7	8	0	3	1	-8	1	-8
CCC(C)CCN1C(Nc2ccccc2)=NC[C@@H]1Cc1ccccc1 (some centres undefined)	4	5	1	17	18	-5	-10	9
CC(CNS(=O)(=O)c1ccc2c(c1)CC(=O)N2C)c1ccccc1 (centres undefined)	-28	-22	0	-8	-8	-2	-7	-21
Cc1nnc(SCc2ccccc2F)n1NCc1cccs1	-5	10	-5	-11	13	-2	-2	7
COc1ccc(C(C)(C)C)cc1NC(=O)CCCN1C(=O)NC(C)(C)C1=O	-10	5	-4	12	-10	0	-7	3
COc1ccc(OC)c2[nH]c(=O)c(CCNC(=O)C(=O)c3c[nH]c4ccccc34)cc12	-15	-7	1	1	-13	-30	-13	-14
C=CCOc1ccc(-c2nc3c(c(=O)[nH]c(=O)n3CCCC)n2C)cc1Br	-20	15	-1	14	4	-14	7	-1
CCN(CC)C(=O)COc1ccc(/C(C)=N/NC(=O)c2ccccc2O)cc1	-13	-27	-2	-15	-9	-4	9	-3
CCOc1ccc(N=Nc2c(=O)[nH]n3c(C)cc(C)nc23)cc1	-2	10	-2	8	-298	3	3	-4
Cn1cc(S(=O)(=O)Oc2ccccc2)c(=O)n(C)c1=O	-3	-1	1	5	-13	5	-4	7
Cc1cccc(Cc2nnc(CCC(=O)NCc3cnc4ccccn34)o2)c1	-1	0	-4	4	5	0	0	-1
Cc1ccc(C)c(NC(=O)CS(=O)(=O)c2cccc3nsnc23)c1	-2	3	1	29	2	2	-8	-15
COc1cc(CC(=O)OCC(=O)c2ccc[nH]2)cc(OC)c1OC	1	7	-2	3	-4	-27	2	-2
O=C(C1CCN(CCc2ccccc2)CC1)N1CCOCC1	·	9	·	12	·	-3	-2	-11
Cc1ccc(OCCCN2C(=O)C(=O)c3cc(C)ccc32)cc1	-8	45	-4	8	-1	1	8	0
Cn1c(-c2csc(-c3cccc(C(F)(F)F)c3)n2)n[nH]c1=S	14	8	0	6	-11	0	-5	-5
CC(C)CC(c1nnnn1C(C)(C)C)N1CCN(C2CCCC2)CC1 (centres undefined)	-13	9	-4	6	2	-5	-6	-11
CC(C)=C(NC(=O)c1ccccc1)C(=O)NCCCC(=O)O	6	-14	2	-3	-7	4	0	2
COc1ccc(/C=N/Nc2cc(N3CCOCC3)ncn2)c(OC)c1	11	8	2	-3	-7	-4	2	-8
O=C(O)c1c(-c2ccc(Cl)cc2)cn2ccccc12	-7	-7	0	-46	4	0	-17	-8
COc1cccc(-n2c(=S)sc3c(=O)n(-c4ccccc4C)c(SCC(=O)O)nc32)c1	-2	15	-1	0	-1	-10	1	6
CNc1c([N+](=O)[O-])cnn1-c1ccc(C)cc1	1	-9	-3	-1	2	-5	6	-7
O=c1[nH]c(N/N=C/c2ccccc2Br)nnc1-c1ccccc1	10	18	-1	-4	-31	-7	1	-3
Cc1c(NS(=O)(=O)c2cccc(C(=O)Nc3ccccc3)c2)c(=O)n(-c2ccccc2)n1C	-10	1	-8	2	5	-2	4	-1
CCCn1c(NC(=O)C23CC4CC(CC(O)(C4)C2)C3)nc2ccccc21	2	2	0	-13	16	22	7	-9
COC(=O)C1=CN(Cc2ccc(F)cc2)C=C(C(=O)OC)C1c1ccc(O)c(OC)c1	-10	16	0	1	1	-4	4	-1
Nc1c(C(=O)NCc2ccccc2)nnn1Cc1ccccc1	-15	6	0	3	0	-2	3	7
Cc1ccsc1CNn1cnnc1SCc1ccc(Cl)cc1	-12	-4	-1	-26	4	-6	-2	9
O=[N+]([O-])c1ccc(Cn2cc(-c3cccc(C(F)(F)F)c3)nn2)cc1	-23	23	5	7	-4	-3	-12	5
O=C(O)c1ccccc1C(=O)Nc1ccc(-n2ccc(C(F)(F)F)n2)cc1	1	19	-5	-1	3	7	-5	1
CN1CCN(CCc2cn3ncc(C#N)c3nc2-c2ccc(F)cc2)CC1	-22	2	-2	-1	2	0	0	-13
COc1ccc(NS(=O)(=O)c2cc(C(=O)NNC(=O)c3ccncc3)ccc2OC)c(OC)c1	-5	7	-7	4	13	-2	3	-13
Cc1ccc(Oc2cc(C#N)c(C#N)cc2-n2nnc3ccccc32)cc1C	22	1	0	3	-10	4	-1	12
CCOc1cc(/C=N/O)cc(Br)c1OCC(=O)NCc1ccccc1	5	12	0	5	7	-1	1	10
CC(OC(=O)C1CCN(S(=O)(=O)c2ccc(C(C)(C)C)cc2)CC1)C(=O)N1CCOCC1 (centres undefined)	-27	0	3	-4	2	4	3	2
CC(C)CN1CC(C(=O)O)CC1=O (centres undefined)	-2	-11	-2	2	4	-2	9	14
Cc1c(CN2CCC(CO)(Cc3ccccc3)CC2)c2ccccc2n1C	3	10	-5	27	9	-2	4	-2
O=C(CSc1nc2c(c(C(F)(F)F)n1)CCc1ccccc1-2)NCc1ccccc1	8	-2	3	-11	-4	8	7	7
CC(NC(=O)Cc1ccsc1)c1ccc(F)cc1 (centres undefined)	-2	3	-1	-7	-13	-3	3	20
CCN(CC(=O)NCc1ccncc1)S(=O)(=O)c1ccc(OC)cc1	4	-1	-3	19	10	-4	-3	1
NC(=O)C1CCCN(Cc2ccc(Cl)cc2)C1 (centres undefined)	26	2	-5	0	-6	0	3	5
CC(OC(=O)Cc1n[nH]c(=O)c2ccccc12)C(=O)Nc1ccc(S(N)(=O)=O)cc1 (centres undefined)	10	-3	3	-9	-4	1	-6	-4
CC1CC(C)CN(C(=O)c2ccc(S(=O)(=O)N3CC(C)CC(C)C3)cc2)C1 (centres undefined)	-2	-3	0	1	-3	51*	3	-11
CC1CCC(NC(=O)C(Cc2ccccc2)n2cccc2)CC1 (centres undefined)	4	19	-3	-5	0	4	9	20
O=C(N/N=C/c1cccc(O)c1)c1cc(-c2ccccc2)nc2ccccc12	1	16	0	-4	4	-9	-1	9
CC(=C\c1ccccc1)/C=C1/SC(=S)N(CCCC(=O)O)C1=O	4	13	1	5	-26	52*	9	3
O=C1NC(c2ccccc2Cl)=N/C1=C/c1ccco1	14	2	0	1	-14	20	-4	6
CCCCCc1nnc(NC(=O)c2cccc(S(=O)(=O)N3CCOCC3)c2)s1	-5	10	-6	-2	17	-3	2	9
COc1ccccc1C(=O)N/N=C/c1cnc2ccccc2n1	-1	-12	1	1	-5	3	-5	-7
CC(=O)N[C@@H](CS)C(=O)O	4	-2	1	-5	0	1	7	-10
Cc1ccc2c(Cl)cc(Cl)c(OCC(=O)NC3CCS(=O)(=O)C3)c2n1 (centres undefined)	-6	13	-2	-4	2	1	-4	1
COc1cc(CN2CCN(C(C)C)C(CCO)C2)ccc1OCc1ccccc1 (centres undefined)	17	3	-4	14	11	-16	-4	-9
CCc1nc2ccccc2n(CC)c1=O	-5	16	0	-3	7	-7	-12	-2
COc1ccc(C(=O)NN(C)c2nc(C(F)(F)F)nc3ccccc23)cc1	·	-7	·	56*	·	-4	-1	-14

Going on with the list:
SMILES	APJ antag	CCR6 antagonist	APJ agonist	Gli-Sufu antag	UBC13 polyUb	ATG4B inhibitor	CXCR6 block	EBI2 antag
CC12CCC(=O)N1C(C(=O)N1CCN(c3cccc(Cl)c3)CC1)CS2 (centres undefined)	1	-5	-3	2	5	-4	-2	-5
Cc1ccc(CNC(=O)c2cc(C)nn2-c2ccccc2)cc1	-5	8	-2	7	-2	-6	0	-11
CCc1cc(=O)oc2cc(OCC(=O)N3CCC[C@H]3C(=O)O)ccc12	4	-12	-4	-3	2	-15	-12	-1
COc1ccccc1NC(=O)c1ccc(S(=O)(=O)N2CCOCC2)cc1	17	6	-4	-7	1	-3	-4	4
CC(=O)c1cccc(N=C2C(=O)Nc3ccccc32)c1	5	20	0	-1	-8	-2	-3	-1
CCOC(=O)c1ccc(-c2c(-c3ccc4c(c3)OCO4)noc2-c2ccsc2)cc1F	16	14	-7	2	1	-6	12	-6
C=CCn1cnc2scc(-c3ccc(OC)cc3)c2c1=O	4	12	-1	3	2	-7	4	5
CC(=O)c1ccc(NC(=O)CCCN2C(=O)COc3ccc(C)cc32)cc1	-13	10	-3	-8	0	-4	3	6
COCCCN1C(=O)N(c2ccc(F)cc2)C(=O)C1CC(=O)Nc1ccccc1 (centres undefined)	2	3	1	6	4	3	-4	-7
Nc1nc(COC(=O)C2CC(=O)N(CCc3ccccc3)C2)nc(Nc2ccccc2)n1 (centres undefined)	14	3	3	-5	2	0	-2	4
Cc1cc(C)nc(NC2=NCC(=O)N2CCc2c[nH]c3ccccc23)n1	-1	-12	1	-3	-1	-19	-10	-7
Cc1ccsc1CN(C(=O)c1ccc([N+](=O)[O-])cc1)C1CCS(=O)(=O)C1 (centres undefined)	-4	-9	-2	-3	-3	-8	3	1
FC(F)(F)c1ccc2c(c1)NCC1CCCN21 (centres undefined)	-2	12	2	-7	3	3	-16	12
COCC(=O)Nc1nc2n(n1)C(c1ccccc1)CC(c1ccc(OC)cc1)N2 (centres undefined)	9	-5	-7	1	26	-3	-1	5
CC(=O)N1CCc2c(sc(NC(=O)c3cccc(N4C(=O)CCC4=O)c3)c2C(N)=O)C1	-11	2	-6	-5	-13	11	4	-10
Cn1nnc(NC(=O)CSc2nnnn2-c2ccc(F)cc2)n1	4	-13	-2	-26	1	-5	-7	7
O=S1(=O)CCO[C@H]2Cc3ccccc3[C@H]2N1Cc1cccc(Cl)c1	18	11	7	-1	0	5	3	10
COc1ccc(Oc2ccc(/C=N/NC(=O)c3cccnc3)cc2[N+](=O)[O-])cc1	1	5	-1	4	-12	6	-4	9
Cc1cccc(OCC(O)CN2CCc3ccccc3C2)c1 (centres undefined)	-28	15	0	0	1	1	0	29
COc1ccc(OC)c(Nc2nc(N)nc(CSc3nnc(N)s3)n2)c1	-5	-14	-3	-6	14	-7	0	-4
CCN(CC(=O)NC1CCS(=O)(=O)C1)c1ccc(S(C)(=O)=O)cc1[N+](=O)[O-] (centres undefined)	-1	12	-2	-5	-8	0	4	-14
COc1ccc([N+](=O)[O-])cc1NC(=O)COC(=O)c1ccccc1O	17	14	-7	2	4	-5	9	6

Another view of part of the listing above.
compound | APJ antag | CCR6 antagonist | APJ agonist | Gli-Sufu antag | UBC13 polyUb | ATG4B inhibitor | CXCR6 block | EBI2 antag
Cc1c(NS(=O)(=O)c2cccc(C(=O)Nc3ccccc3)c2)c(=O)n(-c2ccccc2)n1C | -10 | 1 | -8 | 2 | 5 | -2 | 4 | -1
CCCn1c(NC(=O)C23CC4CC(CC(O)(C4)C2)C3)nc2ccccc21 | 2 | 2 | 0 | -13 | 16 | 22 | 7 | -9
COC(=O)C1=CN(Cc2ccc(F)cc2)C=C(C(=O)OC)C1c1ccc(O)c(OC)c1 | -10 | 16 | 0 | 1 | 1 | -4 | 4 | -1
Nc1c(C(=O)NCc2ccccc2)nnn1Cc1ccccc1 | -15 | 6 | 0 | 3 | 0 | -2 | 3 | 7
Cc1ccsc1CNn1cnnc1SCc1ccc(Cl)cc1 | -12 | -4 | -1 | -26 | 4 | -6 | -2 | 9
O=[N+]([O-])c1ccc(Cn2cc(-c3cccc(C(F)(F)F)c3)nn2)cc1 | -23 | 23 | 5 | 7 | -4 | -3 | -12 | 5
O=C(O)c1ccccc1C(=O)Nc1ccc(-n2ccc(C(F)(F)F)n2)cc1 | 1 | 19 | -5 | -1 | 3 | 7 | -5 | 1
